Screening results from PubChem BioAssay.
CCHFV vOTU inh: CCHFV vOTU protease inhibition. inhibition, % at 11.5 µM. hit rate 0.55% among 370,000. Pep-AMC fluorescence; also: 0% = vehicle wells with enzyme and 100% = no enzyme wells
Mtb UGM inh: inhibitors of M. tuberculosis UDP-galactopyranose mutase; P9WIQ1; purified UGM, fluorescence polarization probe displacement; inhibition, % at 10 µM; hit rate 0.06% among 320,000; AID 504406; in the data active = inhibition above about 10%, passing the limit was not always enough; inconclusive = no clear call, values can overlap the other calls
Target sequence (P9WIQ1 whole entry, looked up): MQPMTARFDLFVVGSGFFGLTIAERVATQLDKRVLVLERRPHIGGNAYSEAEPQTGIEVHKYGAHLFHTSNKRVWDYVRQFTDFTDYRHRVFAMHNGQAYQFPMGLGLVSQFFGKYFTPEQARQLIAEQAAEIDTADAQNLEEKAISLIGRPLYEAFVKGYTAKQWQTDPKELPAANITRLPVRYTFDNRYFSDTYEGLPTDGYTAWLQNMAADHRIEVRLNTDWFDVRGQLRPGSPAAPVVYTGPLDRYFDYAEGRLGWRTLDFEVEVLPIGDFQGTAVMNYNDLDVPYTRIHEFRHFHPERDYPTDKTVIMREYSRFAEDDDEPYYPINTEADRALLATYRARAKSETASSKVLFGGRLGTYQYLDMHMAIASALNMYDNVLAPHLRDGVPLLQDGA
GDH-TPI counter: inhibits GDH-TPI coupling enzymes, artifact for Mtb FBA screen | GDH-TPI coupled enzyme counterscreen, NADH absorbance | inhibition, % at 4.8 µM | hit rate 1.2% among 360,000;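 also: 0% = DMSO wells and 100% = wells lacking the enzyme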
FadD28 binding: inhibitors of Mycobacterium tuberculosis FadD28 bisubstrate binding; FadD28 bisubstrate probe binding, fluorescence polarization; inhibition, % at 12.5 µM; hit rate 0.22% among 360,000; in the data active = inhibition above about 8.5%, passing the limit was not always enough; inconclusive = no clear call, values can overlap the other calls
Mtb FBA inh: Mtb fructose-bisphosphate aldolase inhibition; inhibition, % at 1 µM; AID 588726; hit rate 2.3% among 360,000; P9WQA3; purified M. tuberculosis FBA, fluorescence read-out; in the data active = inhibition above about 27%;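 also: 0% = vehicle and 100% = reference inhibitor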
Target sequence (P9WQA3 whole entry, looked up): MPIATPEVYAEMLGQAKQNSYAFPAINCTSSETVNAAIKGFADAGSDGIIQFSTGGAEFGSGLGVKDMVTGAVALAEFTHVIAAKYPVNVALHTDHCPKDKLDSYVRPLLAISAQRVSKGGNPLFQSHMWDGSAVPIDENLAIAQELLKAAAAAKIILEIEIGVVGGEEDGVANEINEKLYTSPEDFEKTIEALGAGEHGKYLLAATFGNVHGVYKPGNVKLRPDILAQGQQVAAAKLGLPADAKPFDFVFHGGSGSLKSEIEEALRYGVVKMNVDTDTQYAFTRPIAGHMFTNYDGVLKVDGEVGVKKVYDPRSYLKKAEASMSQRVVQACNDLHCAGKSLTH
BioA inh: BioA (M. tuberculosis) enzyme inhibition. inhibition, % at 9.99 µM. purified M. tuberculosis BioA enzyme, plate reader. hit rate 0.096% among 360,000; in the data active = inhibition above about 40%; inconclusive = no clear call, values can overlap the other calls
BoNT A protease: blocks Botulinum neurotoxin A light chain protease | multiplex microsphere protease substrate cleavage, flow cytometry | inhibition, % at 10 µM | hit rate 0.17% among 360,000 | AID 588499; in the data active = inhibition above about 30%; inconclusive = no clear call, values can overlap the other calls; also: plate controls were buffer without enzyme for full effect and enzyme alone for no effect
BoNT-F LC inh: BoNT F light chain protease inhibition | Multiplex microsphere protease cleavage assay, flow cytometry | inhibition, % at 10 µM | hit rate 0.22% among 360,000 | AID 588497; in the data active = inhibition above about 35%, passing the limit was not always enough; inconclusive = no clear call, values can overlap the other calls; also: plate controls were buffer without enzyme for full effect and enzyme alone for no effect
PrPC surface inh: reduces human prion protein on the cell surface | P04156 | cell surface PrPC, TR-FRET read-out | inhibition, % at 13.8 µM | hit rate 0.43% among 370,000 | AID 720596; in the data active = inhibition above about 24%; also: 0% = median of the test wells and 100% = reference compound wells
The depositor's hits bear a star; ? = inconclusive; nt = no result given; + = active, no number. Rule as the data show it, unless noted: active = inhibition above about 30%; inactive = the rest.

compound,Mtb UGM inh,BoNT A protease,BioA inh,FadD28 binding,GDH-TPI counter,BoNT-F LC inh,Mtb FBA inh,CCHFV vOTU inh,PrPC surface inh
CC(=O)c1ccc(NC(=O)COC(=O)C2CCN(S(=O)(=O)c3cccs3)CC2)cc1,nt,9.3,-0.6,0.3,7,11,2,-2,-1
O=C(COc1ccc(Br)cc1)OCC(=O)c1ccc[nH]1,nt,-0.6,0.4,-2.8,7,-3,1,6,-3
O=C(N/C(=C/c1ccc(Br)cc1)C(=O)N1CCCC1)c1ccccc1F,1.5,0.3,-0.6,?,-7,1,0,0,0
CCNC(=S)N/N=C(\C)c1ccc2ccccc2c1OC(F)F,-0.1,-4.5,nt,-2.7,16,-28,-1,-3,-1
COC(=O)Nc1ccc(N=C(N)N[N+](=O)[O-])cc1,-0.6,0.2,nt,0.2,2,-3,-3,3,-3
COc1cc(S(=O)(=O)N2CCCCCC2)ccc1-n1cnnn1,0.2,0.3,-1.1,-3.0,-3,0,1,-1,-2
CCc1ccc(NC(=O)c2ccc3nc(N)sc3c2)cc1,-2.5,-0.5,-0.3,-2.5,8,1,-1,10,4
Cc1cccc(OCC(=O)NN2C(=O)C3C4C=CC(O4)C3C2=O)c1 (stereo not drawn),-0.1,-0.6,nt,-2.0,-8,-8,0,-5,1
N#CC1=C2SCC(O)(c3ccccc3)N2C(=O)CC1c1cccs1 (stereo not drawn),nt,?,0.2,-4.8,6,3,-2,-6,4
CCOc1ccc(-n2c(SCC(N)=O)nc3c([nH]c4ccccc43)c2=O)cc1,nt,-0.1,-1.4,0.4,13,-2,5,-3,-2
CC(NC(=O)COC(=O)c1cccs1)c1ccccc1 (stereo not drawn),-0.8,-1.4,-1.3,-1.4,1,-10,-1,-3,-5
CNC(=O)Oc1cccc2ccccc12,1.3,nt,4.5,-2.3,-4,nt,7,-9,-3

Look-ups from above:
Value for O=C(COc1ccc(Br)cc1)OCC(=O)c1ccc[nH]1 under Mtb FBA inh: 1
Value for Cc1cccc(OCC(=O)NN2C(=O)C3C4C=CC(O4)C3C2=O)c1 (stereo not drawn) under BoNT-F LC inh: -8
Value for COC(=O)Nc1ccc(N=C(N)N[N+](=O)[O-])cc1 under GDH-TPI counter: 2

Continued:
compound,Mtb UGM inh,BoNT A protease,BioA inh,FadD28 binding,GDH-TPI counter,BoNT-F LC inh,Mtb FBA inh,CCHFV vOTU inh,PrPC surface inh
CCCc1cc(C(=O)O)c2ccccc2n1,3.9,-1.1,-0.8,-3.6,1,3,2,nt,nt
O=C(C[C@H]1C[C@H](C(=O)N2CCCCC2)[C@@]2(CCc3ccccc3)c3[nH]c4cc(-c5ccco5)ccc4c3CCN2C1=O)NCCN1CCOCC1,nt,-1.2,-4.8,-1.3,3,-7,27,-16,-14
O=C1OCCN1C(=O)[C@H]1[C@H](c2ccccc2)C(c2ccccc2)=NN1c1ccccc1,nt,-0.3,-2.2,-1.5,4,4,10,0,4
COC(=O)C(C)Sc1ccc2nnc(CCNS(=O)(=O)c3ccccc3)n2n1 (stereo not drawn),0.5,-1.1,nt,-4.5,-1,-2,2,5,2
COc1ncc(-c2ccc(N3C(c4ccsc4)=Cc4ccc(F)cc4C3CC(C)=O)cc2)cn1 (stereo not drawn),nt,2.2,nt,nt,nt,-2,nt,-2,-11
O=C(Nc1ccc(COc2ccccc2)cc1)c1cccc([N+](=O)[O-])c1,-0.1,0.2,nt,-0.2,1,-2,-3,-15,-2
Cc1ccc(S(=O)(=O)N(Cc2ccccc2)c2ccccn2)cc1[N+](=O)[O-],-1.0,nt,-0.9,-2.0,8,nt,-1,-4,2
O=C(CSc1nc(=O)n(Cc2ccccn2)c2c1CCC2)Nc1ccc(F)cc1F,-1.4,-0.2,1.6,-2.5,0,-3,1,-2,2
CCOc1ccccc1C(=O)NCC(=O)Nc1ncccc1C,2.0,7.2,-0.8,-1.9,-5,12,0,-6,-5
O=C1c2ccccc2C(=O)N1CCCn1nnc(-c2ccc(N3CCOCC3)cc2)n1,2.2,-0.7,-2.9,-2.1,-2,-16,-1,-6,3
CC(OC(=O)C1CCN(S(=O)(=O)c2ccc3c(c2)OCCO3)CC1)C(=O)N(C)c1ccccc1 (stereo not drawn),1.6,-0.5,-0.3,nt,-3,0,-3,0,5
O=C(NCc1ccco1)c1noc2c1CCCC2,-1.7,0.2,nt,-3.4,0,2,0,-7,-3
Cc1nn(C(C)C)c(C)c1CN1CCCC(C(=O)c2cccc(OC(C)C)c2)C1 (stereo not drawn),0.6,0.1,nt,-1.1,12,1,-6,-10,-2
Clc1ccccc1OCCn1ccnc1,1.2,-0.3,-1.4,-2.5,-4,3,0,3,-3
O=C(N/N=C/C=C\c1ccc([N+](=O)[O-])cc1)c1cccnc1,1.6,-0.2,-0.8,-0.4,6,-2,-1,-10,-3
COc1ccc(NC(=O)c2cc(S(=O)(=O)N3CCCCC3)c[nH]2)cc1,2.0,0.1,-0.4,0.9,0,-6,6,0,5
COc1ccccc1NC(=O)c1cnc(SCC(=O)NCC2CCCO2)n(C)c1=O (stereo not drawn),0.7,-4.2,-0.2,-3.5,28,-4,-1,10,-5
CCCCc1cc(=O)oc2cc(C)cc(OCC(=O)N[C@@H](CSCc3ccccc3)C(=O)O)c12,-1.4,-0.3,3.0,-2.2,10,-6,46*,-2,8
O=C(Nc1ccccc1Br)C1CCN(S(=O)(=O)c2cccs2)CC1,-1.6,-0.4,1.6,-3.0,-10,-5,0,-15,0
CC/C(=N\O)c1ccc(OC)c(OC)c1,0.4,-2.2,-1.7,-0.1,-3,-34,0,4,6
O=C(O)CCSC1CC(=O)N(c2ccccc2)C1=O (stereo not drawn),-0.5,4.4,nt,2.3,2,?,1,-8,-4
CC1Oc2ccccc2N(Cc2cccc(F)c2)C1=O (stereo not drawn),0.5,nt,-1.8,-2.2,3,nt,-1,-10,5
CCc1c(C)c2c(C)[nH]nc2oc1=O,-0.8,nt,0.4,-0.2,4,nt,2,-4,0
COc1ccc(-c2cc(NC(C)=O)c3ncc(-c4cccc(C(F)(F)F)c4)n3c2)c(OC)c1,nt,0.4,-1.5,-1.4,17,-2,4,6,0
COc1ccccc1C(=O)NC(CCSC)C(=O)NCC(c1cccs1)N(C)C (stereo not drawn),1.8,1.5,nt,0.2,-5,2,1,-2,-7
O=C(CNC(=O)c1cccc(F)c1)N/N=C/c1cc(Br)ccc1OCc1ccccc1,2.0,0.2,nt,-1.3,12,-4,-2,22,9
CC(=O)N1c2ccc(S(=O)(=O)N3CCCCC3)cc2CC1C(=O)NCc1ccc(N(C)C)cc1 (stereo not drawn),-3.1,-0.7,-0.5,-0.7,8,-6,-4,6,4
O=C(Nc1ccccc1C(=O)O)c1cccc(NC(=O)c2ccccc2Br)c1,6.2,-1.5,1.4,-20,1,?,0,10,10
O=C(COc1ccc(S(=O)(=O)N2CCOCC2)cc1)N1CCOCC1,-3.5,-1.3,-0.1,-0.9,-1,-23,2,5,-4
CC(=O)c1ccccc1OCC(O)Cn1ccnc1 (stereo not drawn),0.3,-0.6,-0.2,0.9,8,3,1,-15,7
CCn1c(SCC(=O)Nc2ccc(OC)c(S(=O)(=O)N3CCCCC3)c2)nnc1C1CC1,nt,-9.8,0.6,-1.2,1,-12,1,2,5
Cc1cc(C)c2c(NC(=O)CCl)nn(C)c2n1,-0.3,-0.7,nt,-0.4,3,-2,16,-1,-5
CC(C)CCSc1ncnc2c1oc1nc3c(cc12)COC(C)(C)C3,nt,-1.8,-4.9,0.7,-1,-3,3,5,-8
Cc1cc(NC(=O)COc2cccc(C)c2C)no1,-2.4,-0.5,-0.3,1.6,4,-6,-1,-2,-4
COc1ccccc1NC(=O)COc1ccccc1C(=O)Nc1ccccc1,nt,0.0,-2.0,-4.3,0,4,1,-2,10
Nc1ncnc2c1C1(CCCCC1)Cc1ccccc1-2,nt,-2.6,nt,-2.2,5,-12,14,-20,1
CCc1ccccc1NS(=O)(=O)Cc1ccccc1,1.8,-2.2,-1.6,-0.8,14,?,0,-3,13
C=CCC(C#Cc1ccccc1)[N+](C)(C)CC=C (stereo not drawn),0.7,1.8,5.5,0.4,-3,11,-1,-4,8
OCCCn1c(C2CCCN2c2nc(-c3ccc(F)cc3)cs2)nc2cc(Cl)c(Cl)cc21 (stereo not drawn),-1.0,-0.1,1.0,-2.0,9,-6,-1,10,-2
COCOc1ccc(-c2ncc(OCCN3CCCC3=O)nc2NC(=O)c2cc3ccccc3s2)cc1,nt,-1.9,0.8,-1.5,21,-21,-2,-7,0
CCCCNC(=O)C1CCC(CNc2c(N3CCC(C)CC3)c(=O)c2=O)CC1 (stereo not drawn),-1.6,-1.3,nt,-3.9,0,-17,-1,-5,2
Cc1noc(C(F)(F)F)c1C(=O)NNC(=O)c1cccc(C(F)(F)F)c1,-3.4,?,nt,-1.1,0,?,-3,-10,7
CC(=O)Cn1cnc2sc(-c3ccccc3)cc2c1=O,1.7,0.1,-1.4,-4.7,10,12,5,7,-19
CC1(C)CC(NCc2ccncc2)CC(C)(C)N1,3.3,-0.3,1.5,-1.7,2,-3,4,0,-3
Cc1cc(=O)oc2cc(OCC(O)CN3CCN(c4ccc(F)cc4)CC3)ccc12 (stereo not drawn),0.8,0.5,1.8,-0.3,13,6,13,-11,-1
COc1ccc(OC)c(NC(=O)c2sc3ncnc(N4CCN(c5ccccn5)CC4)c3c2C)c1,-2.2,1.1,-2.1,-0.7,5,8,5,nt,nt
COc1cc(C)c(NC(=O)c2cc(C3CC3)nc3c2cnn3C(C)C)cc1OC,1.5,-0.3,0.1,-2.5,7,-1,-2,2,1
CN(CCc1cnn(C)c1)Cc1cn(C)nc1-c1ccc2c(c1)OCCO2,-0.1,-0.3,nt,0.0,-1,0,2,1,-3
COc1ccc(Cl)cc1NC(=O)CSc1nc(C)cc(C)n1,1.6,-0.3,nt,-0.2,2,-1,1,-7,9
O=C(Cn1c(=O)oc2cc(S(=O)(=O)N3CCCC3)ccc21)N1CCN(c2ccccn2)CC1,0.4,-1.2,-1.4,-0.2,6,10,7,0,-6
Cc1ccc(-c2cc(C(=O)N3CCOCC3)no2)cc1,-0.3,-1.8,-2.0,-1.9,8,-7,2,5,4
CCC(C)[C@H]1CN=C(N)N1CCc1cc(C(F)(F)F)cc(C(F)(F)F)c1 (stereo partly drawn),-0.1,-0.2,0.2,-2.4,11,-8,2,17,0
Cc1noc(C)c1COc1cccc(C(=O)OCC(=O)NCCN2C(=O)CSC2=O)c1,-2.2,-0.1,nt,-1.3,1,1,1,6,-7
CCCOP(=O)(c1ccc(N(C)C)cc1)C(O)c1ccc(Br)cc1 (stereo not drawn),1.2,1.0,-0.5,-3.5,6,?,2,20,-6
CC(=O)Nc1ccc(S(=O)(=O)NC(CC(=O)NCCc2ccccc2)C(C)C)cc1 (stereo not drawn),1.4,-0.6,-0.9,-1.1,10,-3,0,16,-3
CSc1ccc(CN(C)CC(=O)NC(C)c2ccccc2)cc1 (stereo not drawn),2.3,-0.8,0.3,-1.0,-5,-1,-2,4,-6
CC(C)(C)c1ccc(-c2nnc(N)o2)cc1,-0.2,?,nt,-3.9,-4,?,6,24,10
C#CCOCCOCCOCCNc1nc(N2CCN(C(=O)[C@H](CCCN=C(N)N)n3cc(C(N)[C@H](C)CC)nn3)CC2)nc(N2CCN(C(=O)[C@H](CC(N)=O)n3cc(C(N)[C@@H](C)CC)nn3)CC2)n1 (stereo partly drawn),5.2,-0.7,-0.7,2.5,5,-6,2,12,-6
N#Cc1c(-c2cccnc2)c2c([nH]c1=O)-c1ccccc1OC2,-0.4,3.5,0.6,-0.4,14,?,+,-367,-13
